SIRT5 block: sirtuin-5 (human) deacylase inhibition | Q9NXA8 | Purified SirT5, succinyl-peptide AMC, trypsin-coupled fluorescence | inhibition, % at 15 µM | 330,000 tested, 1.1% active; in the data active = inhibition above about 15%; inconclusive = no clear call, values can overlap the other calls
Target sequence (Q9NXA8 whole entry, looked up): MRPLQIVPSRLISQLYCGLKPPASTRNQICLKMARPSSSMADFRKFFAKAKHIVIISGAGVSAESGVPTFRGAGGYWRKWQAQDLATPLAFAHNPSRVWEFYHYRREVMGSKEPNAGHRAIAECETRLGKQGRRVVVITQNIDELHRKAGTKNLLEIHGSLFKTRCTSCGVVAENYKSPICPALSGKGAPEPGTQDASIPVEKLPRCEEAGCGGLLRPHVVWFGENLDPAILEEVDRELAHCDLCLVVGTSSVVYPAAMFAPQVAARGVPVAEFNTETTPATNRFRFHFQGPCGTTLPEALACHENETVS
esBAF inh: SWI/SNF esBAF complex inhibition. mouse ES cells, Bmi1-luciferase knock-in reporter, 24 h; 100% = twice the neutral-well signal. reporter increase, % at 12.5 µM. 350,000 tested, 2% active. AID 602393; in the data active = activation above about 40%; inconclusive = no clear call, values can overlap the other calls;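 also: 0% = median of the plate's neutral control wells and 100% = double that signal; a rise in the Bmi1 reporter signal indicates esBAF inhibition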
miR-122 sensor: blocks miR-122 activity in Huh7 sensor cells; Huh7 miR-122 Renilla luciferase sensor, 48 h; neutral wells = 0, positive control = 100; activation (reporter increase), % at 12.5 µM; 340,000 tested, 0.3% active;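 active = mean replicate activation score at least 90 and every replicate individually at or above 90; inconclusive = only one of the two criteria met; inactive = neither criterion met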;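 also: higher luciferase means less miR-122 activity so hits act as miR-122 inhibitors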
C2C12 statin: protects C2C12 myotubes from simvastatin toxicity; ATP luminescence, 48 h; scaled: DMSO 0, geranylgeraniol control 100; rescue of ATP level, % at 7.49 µM; 330,000 tested, 0.78% active; AID 602340;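 active = mean ATP rescue above about 67%, or every replicate alone reaching that limit, limit read from the data, passing the limit was not always enough; inconclusive = no clear call, values can overlap the other calls; inactive = mean under the limit and some replicate under it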;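 also: myotubes were challenged with 10 µM simvastatin during compound exposure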
Cneo AK release: Cryptococcus neoformans lysis via adenylate kinase release | C. neoformans lysis, adenylate kinase release luminescence, 4 h; normalised: neutral wells 0, clomiphene wells 100 | lysis activity, % at 15 µM | 360,000 tested, 0.2% active;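 active = mean lysis activity across replicates of at least 80%, whatever share of replicates individually reach that level; inactive = mean lysis activity below 80%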
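Material: C. neoformans cells; Schedule: 4 h static compound exposure, 37 °C, read 1 h post-reagent; Measured by: adenylate kinase release luminescence; Read-out: signal increase indicating cell lysis; Controls: Clomiphene as positive lysis control.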
ERp5 block: blocks human ERp5 reductase activity on insulin; Q15084; ERp5 insulin aggregation, absorbance 650 nm, 90 min; inhibition, % at 9.99 µM; 350,000 tested, 0.05% active;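 active = mean replicate inhibition above about 25%, with every replicate also reaching it, limit read from the data, passing the limit was not always enough; inconclusive = only one of those two criteria met; inactive = neither criterion met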
Target sequence (Q15084 whole entry, looked up): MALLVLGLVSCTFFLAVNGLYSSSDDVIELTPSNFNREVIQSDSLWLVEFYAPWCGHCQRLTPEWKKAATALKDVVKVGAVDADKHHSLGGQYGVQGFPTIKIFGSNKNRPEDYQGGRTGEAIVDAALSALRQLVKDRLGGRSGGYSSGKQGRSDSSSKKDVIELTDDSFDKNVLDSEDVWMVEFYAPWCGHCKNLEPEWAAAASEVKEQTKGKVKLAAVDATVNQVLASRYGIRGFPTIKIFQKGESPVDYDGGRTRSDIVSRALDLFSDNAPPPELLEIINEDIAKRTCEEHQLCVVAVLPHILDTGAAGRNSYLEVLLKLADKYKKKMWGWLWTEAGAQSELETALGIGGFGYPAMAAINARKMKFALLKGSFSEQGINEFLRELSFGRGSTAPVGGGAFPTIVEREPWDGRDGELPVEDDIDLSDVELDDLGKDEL
ARNT-TACC3 inh: disruptors of human ARNT/TACC3 interaction; 390,000 tested, 0.66% active; inhibition, % at 9.99 µM; AlphaScreen His-ARNT PAS-B/GST-TACC3 binding, luminescence; TACC3 fragment carries E629A point mutation; Q9Y6A5; AID 623870;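 active = mean inhibition of replicates at least 50% and at least half of replicates each reaching 50%; inconclusive = half or more replicates reach 50% but mean below 50%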;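 also: 0% = complete ARNT plus TACC3 wells and 100% = ARNT alone without TACC3; many hits fall short of the cut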
* hit, by the source's call; u = inconclusive; x = no result given; & = joins results of further samples; [ ] = dose if it differs, or a comment. This is a random part of the collection. About 4% of those tested had a hit in this group.

SMILES	SIRT5 block	esBAF inh	miR-122 sensor	C2C12 statin	Cneo AK release	ERp5 block	ARNT-TACC3 inh
OCC[C@H]1C[C@H](O)[C@@H](O)[C@]2(CCCO2)O1	3	2	0	-8	3	-2	2
O=C(CC1C(=O)NCCN1C(=O)c1ccc(F)cc1)OCc1ccccc1 (configuration not stated)	x	-1	-2	u	-2	x	-8
O=C(COC(=O)c1ccc([N+](=O)[O-])o1)Nc1ccc(N2CCOCC2)cc1	-3	2	x	3	-2	3	5
COC(=O)c1sc(NC(=O)c2cc(C)on2)nc1C	3	22	x	-6	-1	0	-6
O=C(c1ccc2c(=O)n3c(nc2c1)CCCCC3)N1CCN(c2ccccc2F)CC1	-3	0	8	0	1	-15	23
COc1ccc(CNC(=O)c2c[nH]c3ccccc3c2=O)cc1	4	9	39	14	2	-2	-4
COc1ccc(NC(=O)c2c(N)no[n+]2[O-])c(OC)c1	-4	x	x	x	x	3	-4
CC(C)C#Cc1ccc([C@@H]2[C@H]3CN(C(=O)c4ccc(F)cc4)CCCCN3[C@H]2CO)cc1	3	1	5[16.7 µM]	-15	0	-2	0
Cc1ccc(C(=O)N2CCN(C(=O)c3ccco3)CC2)cc1NC(=O)c1ccco1	-2	x	x	x	x	2	3
O=C(C[C@@H]1CC[C@@H]2[C@H](COC[C@@H](O)CN2Cc2cccc(Cl)c2)O1)N1CCOCC1	8	2	-7[16.7 µM]	5	-4	-17	10
CC(C)(C)CN1C(N)=NC[C@H]1Cc1ccc(O)cc1	x	-1	3	10	-4	8	-5
COc1ccc(-c2cccc(NC(=O)COc3ccc(Cl)cc3)c2)nn1	x	15	x	-32	-9	x	-10
COc1ccc(Oc2nc(C)nc3c2oc2ccccc23)cc1	x	4	-8	x	1	x	2
CNC[C@@H]1Oc2ccc(NC(=O)Nc3ccc4c(c3)OCO4)cc2CC(=O)N([C@H](C)CO)C[C@H]1C	2	1	3[16.7 µM]	5	0	7	-2
Cc1nc(/N=C\N(C)C)sc1C(=O)Nc1ccccc1	x	10	5	-1	0	x	1
COc1ccc(CN(C)C[C@H]2Oc3ccc(NS(=O)(=O)c4ccc(OC)cc4)cc3C(=O)N([C@@H](C)CO)C[C@H]2C)cc1	7	8	-5[16.7 µM]	-17	2	2	6
CCOC(=O)NC(NCc1ccccc1)(C(F)(F)F)C(F)(F)F	-1	x	x	x	x	1	1
C#CCN(C[C@@H]1[C@@H](OC(=O)NCc2ccco2)[C@@H](OC(=O)NCc2ccco2)Cn2c(=O)n(CCCCCC)c(=O)n21)S(=O)(=O)c1ccc(C)cc1	x	7	-12	-4	-1	1	x
COc1ccc2nc(C)cc(SCC(=O)N/N=C/c3ccco3)c2c1	4	-7	-3	0	x	-8	5
CCOc1ccccc1CN1CCNC(=O)C1CC(=O)N(C)Cc1cnccn1 (configuration not stated)	-13	0	-6	8	-1	1	x
COc1cccc(C(=O)N2C[C@@H]3[C@H](c4ccccc42)[C@H](CO)N3C(=O)c2cccc(F)c2)c1	-1	3	0[16.7 µM]	-9	-2	-7	15
Cc1ccccc1S(=O)(=O)N1[C@@H](C#N)[C@@H](c2ccc(-c3ccc(F)cc3)cc2)[C@@H]1CO	7	1	x	-39	-3	3	-10
COC(=O)N[C@H](c1ccccc1)[C@@]1(C)C[C@@H]1[C@@H](C)C(=O)Nc1ccc2ccccc2c1	x	-3	9	12	2	2	9
CC(C)OC(=O)CSc1nnc(CNc2ccc(Cl)cc2)n1Cc1ccccc1	x	-24	-8	11	-2	x	-2
COc1ccccc1NC(C)=O	x	-6	9	7	1	x	1

Next section:
SMILES	SIRT5 block	esBAF inh	miR-122 sensor	C2C12 statin	Cneo AK release	ERp5 block	ARNT-TACC3 inh
Cc1cccc(C(=O)NNC(=O)/C=C/C(=O)O)c1	0	x	x	x	x	1	1
O=C(NCc1ccc(F)cc1)C1CCCN(S(=O)(=O)c2cccnc2)C1 (configuration not stated)	x	-10	6	-16	3	x	x
Cn1c(/C(C#N)=C2/CCCCCN2)nc2ccccc21	x	12	7	6	0	x	13
COc1ccc(S(=O)(=O)Nc2ccc3c(c2)C(=O)N([C@H](C)CO)C[C@@H](C)[C@H](CN(C)C(=O)Nc2ccc(F)cc2)OCCCC[C@H](C)O3)cc1	12	-1	-3[16.7 µM]	-17	-1	-5	-13
COc1cccc(NC(=O)N(C)C[C@@H]2Oc3cc(C#CC4(O)CCCC4)ccc3S(=O)(=O)N([C@H](C)CO)C[C@H]2C)c1	3	0	3[16.7 µM]	-28	4	1	4
CC1=CC(=C(C#N)c2nc3ccccc3s2)C=C(C)N1Cc1ccco1	1	23	x	-39	6	2	-14
CN(CCc1cnn(C)c1)C(=O)C1CCC(=O)N(CC2CCCCC2)C1 (configuration not stated)	3	x	x	x	-1	1	5
Cc1ccc(CNC(=O)c2ccc(Cl)c(S(=O)(=O)N3CCCCC3)c2)cc1	-3	0	x	8	-7	0	-5
C[C@@H]1CCCCO[C@@H](CN(C)S(=O)(=O)c2cccs2)[C@@H](C)CN([C@H](C)CO)C(=O)c2cc(NS(=O)(=O)c3ccccc3)ccc2O1	-11&3	14&-4	-5	7	-1&1	8&-3	-12
COc1ccc(NS(=O)(=O)c2cc(NC(=O)/C=C/c3cccs3)ccc2N2CCOCC2)cc1	1	x	x	x	x	4	-1
O=C(CC(NC(=O)OCc1ccccc1)c1nn[nH]n1)OCc1ccccc1 (configuration not stated)	0	75*	-7	1	-1	0	x
CCc1ccc(-c2cc(C(=O)NCc3ccccn3)c3ccccc3n2)cc1	x	u	148*	-15	x	x	-11
CC1CCCC(C)N1CCCNC(=O)Cn1cc2c(n1)CCCC2 (configuration not stated)	x	1	x	12	6	7	-9
COc1ccc(C(=O)NC(CCSC)C(=O)NCc2nnc3ccccn23)cc1 (configuration not stated)	-3	-5	-1	-1	-1	0	0
O=C(CN1CCOCC1)N[C@@H]1CC[C@H](CCNC(=O)C2CCCC2)O[C@H]1CO	3	2	6[16.7 µM]	-3	46	0	-16
CC(C)CC#Cc1ccc2c(c1)O[C@@H](CN(C)C(=O)NC1CCCC1)[C@@H](C)CN([C@H](C)CO)S2(=O)=O	9	1	4[16.7 µM]	x	5	-2	-5
CCOc1ccc(NS(=O)(=O)c2ccc(C(=O)N3CC(C)OC(C)C3)cc2)cc1 (configuration not stated)	0	-7	x	-12	3	12	0
CC(=O)N(C)C[C@H]1Oc2ncc(-c3ccc(F)cc3)cc2C(=O)N([C@H](C)CO)C[C@H]1C	0	-3	-4[16.7 µM]	-5	4	-2	0
CCc1ccc(OCCOC(=O)Nc2ccccc2)cc1	-5	-3	-2	-1	-4	3	3
C[C@@H]1CN([C@@H](C)CO)C(=O)CCCn2nncc2CO[C@@H]1CN(C)Cc1ccc2c(c1)OCCO2	-3	2	1[16.7 µM]	5	1	2	4
CCOC(=O)CSc1nc2ccccc2c(=O)[nH]1	-1	-2	-2	-7	3	12	-4
O=C1C2C3C=CC(C3)C2C(=O)N1c1ccc2c(c1)OCO2 (configuration not stated)	x	15	2	-16	3	x	-1
S=c1[nH]nc(-c2ccccc2)c2ccccc12	-1	-2	-9	-9	22	0	2
CCOC(=O)CSc1nn(-c2ccccc2)c(=S)s1	0	x	1	x	x	-8	x
COc1ccccc1CCc1nnc(CCC(=O)NCC[C@@H]2C[C@@H]3C=C[C@H]2C3)o1	-4	8	4	3	1	2	-1

Looked up above:
Cneo AK release with C[C@@H]1CCCCO[C@@H](CN(C)S(=O)(=O)c2cccs2)[C@@H](C)CN([C@H](C)CO)C(=O)c2cc(NS(=O)(=O)c3ccccc3)ccc2O1 : -1&1
SIRT5 block with CCOC(=O)CSc1nc2ccccc2c(=O)[nH]1 : -1

The listing continues.
SMILES	SIRT5 block	esBAF inh	miR-122 sensor	C2C12 statin	Cneo AK release	ERp5 block	ARNT-TACC3 inh
CO[C@@H]1CN(C)C(=O)c2cc(NC(C)=O)ccc2OC[C@H](C)N(C(=O)c2ccc(F)cc2)C[C@@H]1C	1	2	x	-6	6	2	-1
O=C(NCCC1=CCCCC1)C1CCN(S(=O)(=O)c2ccc(-n3cnnn3)cc2)CC1	x	4	-7	x	10	x	-5
CCCn1c(SCC(=O)Nc2cccnc2Cl)n[nH]c1=O	-3	2	-11	5	-1	1	-3
CCCCn1c(O)c2n(c1=O)Cc1ccccc1N=C2c1ccccc1	-2	1	6	-5	-19	4	x
CCOC(=O)c1sc(=NC(=O)c2cccc(Br)c2)n(C)c1C	-7	71*	x	23	3	x	0
CC[C@H](C)[C@H](NC(N)=O)C(=O)Nc1ccccc1F	3	6	6	8	-13	-12	-6
COc1cccc(CN(C)C(=O)c2ccc(C)c(S(=O)(=O)N3CCCCC3)c2)c1	2	-2	12	-7	0	-2	-2
CNC[C@H]1Oc2ncc(-c3ccc(C)cc3)cc2C(=O)N([C@H](C)CO)C[C@H]1C	2	5	-6[16.7 µM]	-5	14	2	11
CCC(=O)N1[C@H](CO)[C@H]2c3ccccc3N(C(=O)NC(C)C)C[C@H]21	-2	-6	0[16.7 µM]	-7	-3	-3	-5
Cc1ccc(S(=O)(=O)N2CCN(C(C)CC(=O)O)CC2)cc1 (configuration not stated)	-1	2	-6	10	0	2	-3
COc1cc(C(=O)NCC(c2ccco2)N2CCCC2)ccc1OCc1ccc(Cl)cc1Cl (configuration not stated)	1	-76	0	-39	5	4	x
C[C@@H]1CN([C@@H](C)CO)C(=O)c2cc(N(C)C)ccc2O[C@@H](C)CCCCO[C@@H]1CN(C)S(=O)(=O)c1cccs1	-3&3&0	3&-4&5	-1	0&-36	0&-3&0	-5&3&4	10&3
CCCN(C(=O)CSCc1ccccc1C)c1c(N)n(Cc2ccccc2)c(=O)[nH]c1=O	-3	0	2	-4	x	7	11
O=C(CN(C(=O)CNC(=O)c1cccs1)c1cccc(F)c1)NC1CCCC1	-6	0	x	32	5	0	-3
O=c1c2cnn(-c3ccccc3)c2ncn1Cc1cccc(Cl)c1	-2	-1	-6	1	0	-3	6
O=[N+]([O-])c1cccc(/C=C/c2nc(C=Nc3ccccc3)c(O)o2)c1	0	-4	-8	0	11	-1	-6
COc1ccc(C)cc1N(CC(=O)Nc1cccc(N(C)S(C)(=O)=O)c1)S(C)(=O)=O	x	4	0	-1	-4	0	-2
CCOC(=O)c1ccc(NC(=S)NC(=O)c2cncc(Br)c2)cc1	-7	-9	-1	-18	-7	1	1
Cc1ccc(S(=O)(=O)Nc2ccc3c(c2)C(=O)N([C@@H](C)CO)C[C@H](C)[C@@H](CN(C)S(=O)(=O)c2cccs2)OCCCC[C@@H](C)O3)cc1	7	6	4[16.7 µM]	x	2	-3	10
O=C(CCCN1C(=O)/C(=C/c2ccccc2)SC1=S)Nc1ccccc1O	-2	x	x	x	x	3	20
N#Cc1nc(COc2ccccc2F)oc1N1CCCCCC1	x	35	-5	-15	1	x	25
Cc1ccc(S(=O)(=O)NC(=O)COc2ccccc2C(N)=O)cc1	x	-1	-3	14	4	x	15
COc1nn(C(C)C(=O)N2N=C(C(F)F)CC2(O)C(F)F)cc1[N+](=O)[O-] (configuration not stated)	x	-2	-1	5	0	x	2
CCCc1ccc(S(=O)(=O)N2CCN(C(C)C(=O)NCc3ccccc3)CC2)cc1 (configuration not stated)	0	x	x	x	x	-1	-1

Compound profiles (already shown).
Listed for CCCN(C(=O)CSCc1ccccc1C)c1c(N)n(Cc2ccccc2)c(=O)[nH]c1=O → SIRT5 block: -3; esBAF inh: 0; miR-122 sensor: 2; C2C12 statin: -4; Cneo AK release: x; ERp5 block: 7; ARNT-TACC3 inh: 11
Listed for C[C@@H]1CN([C@@H](C)CO)C(=O)c2cc(N(C)C)ccc2O[C@@H](C)CCCCO[C@@H]1CN(C)S(=O)(=O)c1cccs1 → SIRT5 block: -3&3&0; esBAF inh: 3&-4&5; miR-122 sensor: -1; C2C12 statin: 0&-36; Cneo AK release: 0&-3&0; ERp5 block: -5&3&4; ARNT-TACC3 inh: 10&3

Screening data from PubChem.
